SENP1 FRET inh: SENP1 (human) catalytic domain inhibition; AID 624204; recombinant SENP1 catalytic domain, CyPet-SUMO1-YPet FRET cleavage; inhibition, % at 10 µM; 360,000 tested, 0.21% active;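 active = inhibition at least 30% at 10 µM, raw YFP signal under a set limit, fluorescence ratio 0.5 to 1.5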;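 also: 0% = enzyme with DMSO and 100% = no enzyme wells; some results filed as inactive read as strong as hits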
Target sequence (Q9P0U3 419-644 limits assumed): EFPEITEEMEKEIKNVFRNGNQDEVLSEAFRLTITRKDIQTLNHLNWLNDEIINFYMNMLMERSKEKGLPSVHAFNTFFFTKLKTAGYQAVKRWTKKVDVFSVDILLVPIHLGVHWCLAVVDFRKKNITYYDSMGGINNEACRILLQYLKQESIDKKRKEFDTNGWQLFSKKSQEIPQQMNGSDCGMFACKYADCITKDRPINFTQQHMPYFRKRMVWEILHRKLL
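material = recombinant human SENP1 catalytic domain, His6-tagged | quantity = 20 pM enzyme | reagent = 25 nM SUMO1 FRET substrate | compound dosing = 10 µM single point, 0.5% DMSO | timing = 50 min enzyme reaction, room temperature, light-protected | detection = FRET, CFP and YFP emission | control set = no-enzyme low, enzyme-DMSO high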
Numbers without * were called inactive. Only part of the results is shown; count on the stated rates, not on these rows.

Preview, 11 compounds:
Screening COC(=O)c1ccc2nc(-c3ccc(C#N)cc3)c(Cc3cccc(F)c3)n2c1 returned SENP1 FRET inh -15.8.
`CCCC(=O)N1CCCC(c2cc(C(=O)NCc3cccnc3)no2)C1` (stereo not given) gave SENP1 FRET inh 0.5.
For CC(=O)NC(c1ccc(F)c(F)c1)c1nc(-c2cccc(C(C)C)c2)cs1 (stereo not given) the results were SENP1 FRET inh 1.0.
Screening Clc1ccc(-c2nc3ccc(Br)cn3c2Cc2ccsc2)cc1 returned SENP1 FRET inh 2.3.
O=C1CCCN1CCCNCCCn1cnc2c(OCc3ccccc3)ncnc21 was read as SENP1 FRET inh 1.8.
For CCCCCCN1C[C@H](O)[C@@H](n2cc(C3CC3)nn2)C[C@@H]1c1ccc(OC)cc1 the results were SENP1 FRET inh -5.3.
Screening COc1cc(/C=C(/C#N)C(=O)Nc2cc(C(F)(F)F)ccc2Cl)ccc1OCC(=O)Nc1cccc(C(F)(F)F)c1 returned SENP1 FRET inh -47.0.
Screening Cc1ccccc1N(C=O)c1ccccc1C returned SENP1 FRET inh 0.5.
Cc1cc(C)c(NC(=S)NC(=O)c2ccc(-c3ccccc3)cc2)c(C)c1 was read as SENP1 FRET inh 0.1.
CCCC(=O)N1CCCC1(C)C(=O)NCc1ccc(SC)cc1 (stereo not given) was read as SENP1 FRET inh -0.3.
Screening CN(CCc1ccccc1)C(=O)c1ccc(NC(=O)Cc2cccc(NC(=O)C3CCN(C(=O)c4ccccc4)CC3)c2)cc1 returned SENP1 FRET inh -0.5.

The listing, from the first entry:
Screening COC(=O)c1ccc2nc(-c3ccc(C#N)cc3)c(Cc3cccc(F)c3)n2c1 returned SENP1 FRET inh -15.8.
`CCCC(=O)N1CCCC(c2cc(C(=O)NCc3cccnc3)no2)C1` (stereo not given) gave SENP1 FRET inh 0.5.
For CC(=O)NC(c1ccc(F)c(F)c1)c1nc(-c2cccc(C(C)C)c2)cs1 (stereo not given) the results were SENP1 FRET inh 1.0.
Screening Clc1ccc(-c2nc3ccc(Br)cn3c2Cc2ccsc2)cc1 returned SENP1 FRET inh 2.3.
O=C1CCCN1CCCNCCCn1cnc2c(OCc3ccccc3)ncnc21 was read as SENP1 FRET inh 1.8.
For CCCCCCN1C[C@H](O)[C@@H](n2cc(C3CC3)nn2)C[C@@H]1c1ccc(OC)cc1 the results were SENP1 FRET inh -5.3.
Screening COc1cc(/C=C(/C#N)C(=O)Nc2cc(C(F)(F)F)ccc2Cl)ccc1OCC(=O)Nc1cccc(C(F)(F)F)c1 returned SENP1 FRET inh -47.0.
Screening Cc1ccccc1N(C=O)c1ccccc1C returned SENP1 FRET inh 0.5.
Cc1cc(C)c(NC(=S)NC(=O)c2ccc(-c3ccccc3)cc2)c(C)c1 was read as SENP1 FRET inh 0.1.
CCCC(=O)N1CCCC1(C)C(=O)NCc1ccc(SC)cc1 (stereo not given) was read as SENP1 FRET inh -0.3.
Screening CN(CCc1ccccc1)C(=O)c1ccc(NC(=O)Cc2cccc(NC(=O)C3CCN(C(=O)c4ccccc4)CC3)c2)cc1 returned SENP1 FRET inh -0.5.
O=C(Cc1ccc(NC(=O)C2CCCN(C(=O)C3CCCCC3)C2)cc1)Nc1ccc(C(=O)N2CCOCC2)cc1 (stereo not given) was read as SENP1 FRET inh -0.3.
O=C(NCc1ccccc1)c1cc(C2CCCCN2C(=O)c2ccccc2)on1 (stereo not given) was read as SENP1 FRET inh 2.7.
For O=C1NC[C@@H](CCCCN2CCN(CCc3ccc(O)cc3)C(=O)C2=O)N(CC2CCCCC2)C1=O the results were SENP1 FRET inh -0.1.
`COc1ccc(CC(=O)NC(C)c2ccc(Cl)c(Cl)c2)cc1S(=O)(=O)N1CCOCC1` (stereo not given) gave SENP1 FRET inh -0.6.
Screening CC(CC(=O)Nc1ccc2c(c1)c(=O)n(C)n2Cc1cccc(C(F)(F)F)c1)C(F)(F)F (stereo not given) returned SENP1 FRET inh 12.0.
For CC1(C(=O)Nc2ccccc2)CCN1C(=O)Cc1ccc(-c2ccccc2)cc1 (stereo not given) the results were SENP1 FRET inh 0.5.
Screening Cc1nn(-c2ccccn2)c2c1C(=O)C(Br)CC2 (stereo not given) returned SENP1 FRET inh -23.3.
CCCc1ccc2ccc3ccccc3c2n1 was read as SENP1 FRET inh -0.3.
`C[C@H]1CN([C@@H](C)CO)S(=O)(=O)c2ccc(Br)cc2O[C@H]1CN(C)C(=O)c1cccnc1` gave SENP1 FRET inh -1.1.
Screening COC1=CC(=O)c2nc(Cl)ccc2C1=O returned SENP1 FRET inh 6.2.
`O=S1(=O)CC(N2CCC(c3ccccc3)CC2)CN1C1CCCCC1` (stereo not given) gave SENP1 FRET inh 1.2.
`CCCCNC(=O)C1C(c2ccc(OC)cc2)=Nc2ccccc2N1C(=O)c1ccc2ncccc2c1` (stereo not given) gave SENP1 FRET inh 0.2.
Cc1ccc(CNC(=O)Nc2ccc(F)cc2F)n1C was read as SENP1 FRET inh -18.7.
O=C(NCc1ccccc1)C1C(c2ccc3c(c2)OCO3)=Nc2ccccc2N1C(=O)c1cccc2ccccc12 (stereo not given) was read as SENP1 FRET inh -2.5.
`CC(C)c1cc(Cn2c3ccccc3c(=O)n2C(C)Cn2cc(CCCC#N)nn2)on1` (stereo not given) gave SENP1 FRET inh 1.7.
`CCOC(=O)c1cc(OCC)c2c(ccc3cc(OC)ccc32)n1` gave SENP1 FRET inh -0.9.
COc1ccc(CNC(=O)c2c(O)c3cccc4c3n(c2=O)CCC4)cc1 was read as SENP1 FRET inh 0.8.
For CN(C)c1ccccc1-c1cc(NC=O)c2ncc(-c3cccc(C(F)(F)F)c3)n2c1 the results were SENP1 FRET inh -28.4.
`CC(C)C[C@H](NC(=O)CC[C@H]1O[C@@H](n2ccc(=O)[nH]c2=O)[C@H](O)[C@@H]1O)C(=O)O` gave SENP1 FRET inh -0.2.
For CC(C)(C)c1ccc(C(=O)NCCC(=O)NCc2ccc(F)cc2)cc1 the results were SENP1 FRET inh 2.4.
For N#CC1(Nc2cccc(Cl)c2)CCCC1 the results were SENP1 FRET inh -0.8.
For Cc1c([N+](=O)[O-])c(C/C=N/O)nn1C the results were SENP1 FRET inh 1.0.
`COc1cccc(Cn2c(C(C)n3c(-c4cnccn4)nc4ccccc43)nc3ccccc32)c1` (stereo not given) gave SENP1 FRET inh 1.0.
Cc1ccc(C(=O)C=CC=Cc2ccccc2)cc1 was read as SENP1 FRET inh -0.5.
`Cc1csc(-c2nc3ccccc3n2C(C(=O)NC(C)(C)C)c2cc3ccccc3o2)c1` (stereo not given) gave SENP1 FRET inh -15.8.
For Cc1ccc(S(=O)(=O)N2C[C@@H](C)[C@]3(C2)[C@H](O)[C@H](OC(=O)NCc2ccccc2F)C[C@H]2C(=O)N(c4ccccc4)C(=O)[C@H]23)cc1 the results were SENP1 FRET inh 3.1.
For C[C@@H]1CN([C@@H](C)CO)C(=O)c2cc(Br)cnc2O[C@H]1CN(C)C(=O)Nc1ccccc1 the results were SENP1 FRET inh -1.1.
`COc1ccc(C2=Nc3ccccc3N(C(=O)c3ccc(C(F)(F)F)cc3)C2C(=O)Nc2c(C)cccc2C)cc1` (stereo not given) gave SENP1 FRET inh -0.9.
COC(=O)C[C@@H]1C[C@H]2c3cc(NC(=O)CC4CC4)ccc3O[C@H]2[C@@H](CO)O1 was read as SENP1 FRET inh -1.6.
Screening Cc1cc(/C=c2\sc3nc4ccccc4n3c2=O)c(C)n1-c1ccc(C(=O)O)cc1 returned SENP1 FRET inh -24.3.
Screening Cc1cccc(C)c1NC(=O)CN1CCc2ccccc2C1 returned SENP1 FRET inh 2.1.
For O=C(Nc1cccc(Cl)c1Cl)c1ccco1 the results were SENP1 FRET inh 1.5.
For CCOC(=O)C1(C)CCN1C(=O)c1ccc(N(C)C)cc1 (stereo not given) the results were SENP1 FRET inh 0.8.
For CCC(=O)N1CCC1(C)C(=O)Nc1cccc(Oc2ccccc2)c1 (stereo not given) the results were SENP1 FRET inh 2.7.
CN(C)CCNC(=O)c1cccc(-c2cnc3c(NC=O)cc(-c4ccccc4F)cn23)c1 was read as SENP1 FRET inh -9.3.
`Clc1ccccc1NN(Cc1ccncc1)c1ccccc1Cl` gave SENP1 FRET inh 1.3.
Screening Cc1ccc(F)cc1C(=O)N1CCCCC1c1cc(C(=O)Nc2ccc(F)c(Cl)c2)no1 (stereo not given) returned SENP1 FRET inh -1.1.
Screening Cc1ccc(C2CC(c3ccccc3)=NN2c2ccc(S(N)(=O)=O)cc2)cc1 (stereo not given) returned SENP1 FRET inh -64.5.
C[C@H]1CN([C@@H](C)CO)C(=O)CCCn2nncc2CO[C@@H]1CN(C)Cc1ccccc1C(F)(F)F was read as SENP1 FRET inh -3.0.
`CC(=O)Nc1ccc(-c2ccnc3c2CC(C(=O)NCc2ccc(N4CCN(C)CC4)cc2)O3)cc1` (stereo not given) gave SENP1 FRET inh 2.6.
Screening O=C1C(=Cc2ccccc2[N+](=O)[O-])Cc2ccccc21 returned SENP1 FRET inh -16.0.
For COc1ccc(NC(=O)c2cc(-c3cc(C)cc(F)c3)n[nH]2)cc1OC the results were SENP1 FRET inh -1.0.
COc1ccc(CCc2ccnc3ccccc23)cc1 was read as SENP1 FRET inh 0.4.
For NC(=O)C1(N2CCCCC2)CCN(C(=O)c2cc(COc3c(F)cccc3F)on2)CC1 the results were SENP1 FRET inh 1.8.
Screening CCCCCCN1C[C@@H](n2cc(C3CC3)nn2)[C@H](O)C[C@@H]1c1ccccc1 returned SENP1 FRET inh -2.6.
Screening C[C@H](NC(=O)C[C@@H]1C=C[C@@H](NC(=O)CN2CCOCC2)[C@@H](CO)O1)c1ccccc1 returned SENP1 FRET inh -0.5.
COC(=O)[C@@]12CCCCN1[C@H](c1ccc(-c3ccc(Cl)c(Cl)c3)c(OC)c1)[C@@H]1C(=O)N(C)C(=O)[C@@H]12 was read as SENP1 FRET inh 0.2.
Screening Cc1cc(Br)cn2c(Cc3cccc(F)c3)c(-c3cccc(Br)c3)nc12 returned SENP1 FRET inh 4.5.
`CCOC(=O)Cc1ccc(Nc2nc(NC)nc3ccsc23)cc1` gave SENP1 FRET inh -1.9.
Screening C[C@@H]1CN([C@@H](C)CO)C(=O)CCCn2nncc2CO[C@H]1CN(C)Cc1ccc(-c2ccccc2)cc1 returned SENP1 FRET inh -1.2.
Screening CO[C@@H]1CN(C)C(=O)c2ccc(NC(=O)C3CCCC3)cc2OC[C@@H](C)N(Cc2ccc(F)cc2)C[C@H]1C returned SENP1 FRET inh 0.7.
CCCCN(C=O)c1c(CC)nc2ccc(C(=O)NCCc3c[nH]c4ccccc34)cn12 was read as SENP1 FRET inh -2.1.
For O=C1CC2CC1C(C(=O)O)C2C(=O)O (stereo not given) the results were SENP1 FRET inh 1.0.
For COc1ccc(OC)c(NC(=O)C(C#N)=Cc2ccco2)c1 the results were SENP1 FRET inh -3.7.
`CC(=O)NC(Cc1ccccc1)C(=O)Oc1ccc2ccccc2c1` (stereo not given) gave SENP1 FRET inh -1.7.
Screening OCCCNc1ncnc2c1ncn2[C@H]1CN(Cc2cccs2)C[C@@H](CO)O1 returned SENP1 FRET inh -1.3.
CCOC(=O)N(C)C[C@@H]1OCc2cnnn2CCCC(=O)N([C@H](C)CO)C[C@H]1C was read as SENP1 FRET inh -0.1.
Screening CC1(C(=O)NCc2cccs2)CCN1C(=O)Cc1ccc(Cl)cc1Cl (stereo not given) returned SENP1 FRET inh 0.7.
For O=C(NCc1nnnn1-c1ccc(F)cc1)c1ccc(S(=O)(=O)N2CCOCC2)cc1 the results were SENP1 FRET inh 1.7.
O=C1CC(c2ccccc2)=C(c2ccccc2)C1c1ccccc1 (stereo not given) was read as SENP1 FRET inh 1.5.
Screening Cc1ccc2nc(-c3ccc(F)cc3)c(Cc3ccccc3C(F)(F)F)n2c1 returned SENP1 FRET inh -96.8.
`COC(=O)[C@@]1(Sc2ccc(C)cc2)CC(=O)N(c2cccc(SC)c2)[C@@H]1c1ccccc1` gave SENP1 FRET inh 3.2.
Screening COC(=O)CCC(C(=O)CN1C(=O)c2ccccc2C1=O)N1C(=O)c2ccccc2C1=O (stereo not given) returned SENP1 FRET inh 0.9.
For Cc1cc(C(=O)N2CCC(C)(C(=O)NS(=O)(=O)C3CC3)C2)n(C(C)(C)C)n1 (stereo not given) the results were SENP1 FRET inh 1.7.
O=c1[nH][nH]c2c1[C@H](CCc1cccc(Cl)c1)O[C@H](CCc1ccccc1)C2 was read as SENP1 FRET inh 1.3.
`Cc1ccc(C)c(C(=O)COC(=O)c2cc(S(=O)(=O)N3CCOCC3)ccc2F)c1` gave SENP1 FRET inh 3.7.
Screening COc1ccc(S(=O)(=O)N(C)C[C@H]2Oc3cc(Br)ccc3S(=O)(=O)N([C@H](C)CO)C[C@H]2C)cc1 returned SENP1 FRET inh 0.3.
CCCS(=O)(=O)NC(=O)C1(C)CCN(C(=O)c2ccc(F)c(C)c2)C1 (stereo not given) was read as SENP1 FRET inh 3.7.
Screening C=Cc1ccc(CC2(C)C(=O)Nc3ccc(-c4cccnc4)cc32)cc1 (stereo not given) returned SENP1 FRET inh -0.1.
Screening COCCNc1nc2cc(-c3ccc(F)cc3)sc2c(=O)n1C returned SENP1 FRET inh -0.8.
Screening CCc1nc2c(OCC3COc4ccccc4O3)cccn2c1N(C)C(=O)c1cccc(OC)c1 (stereo not given) returned SENP1 FRET inh 1.5.
`C=Cc1ccc(CC2(C)C(=O)Nc3ccc(Cl)cc32)cc1` (stereo not given) gave SENP1 FRET inh 1.2.
For COc1ccc(Cl)cc1CNC[C@H]1O[C@@H](n2cnc3c(=O)[nH]c(N)nc32)[C@H](O)[C@@H]1O the results were SENP1 FRET inh 0.0.
C[C@@H]1CN([C@H](C)CO)C(=O)Cc2cc(NC(=O)CCC(F)(F)F)ccc2O[C@@H]1CN(C)S(=O)(=O)c1ccccc1 was read as SENP1 FRET inh -1.0.
For CCN(C(=O)CSc1nnc(C)n1-c1ccc(C)cc1)c1c(N)n(Cc2ccccc2)c(=O)[nH]c1=O the results were SENP1 FRET inh -1.3.

High-throughput results (PubChem BioAssay)
